# Source: PubChem
# mHTT-CaM PPI inh: mutant huntingtin-calmodulin interaction inhibitors – biochemical, AlphaScreen, primary screen; inhibition, % at 15 µM; AlphaScreen His-mHTT/GST-CaM binding, luminescence; AID 1671202, 2021; 3.6% of 190,000 active; P42858;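 also: 0% = both proteins with DMSO and 100% = one protein alone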
# Pf apPOL block: Pf-apPOL inhibitors, biochemical, fluorescence. Plasmodium falciparum apicoplast DNA polymerase (apPOL). inhibition, % at 10 µM. 0.25% of 210,000 active. Recombinant Pf-apPOL, molecular beacon fluorescence, 1.5 h
# Active calls of the source: *; . = not tested or not shown; & = joins results of further samples. Rule as the data show it: active = inhibition above about 50%; inactive = the rest.
SMILES,mHTT-CaM PPI inh,Pf apPOL block
Cc1nc(N2CCCCC2)cc(N2CCN(C(=O)c3ncccn3)CC2)n1,-12,-1
N#Cc1c(N)nc(SCc2ccccc2)c(C#N)c1-c1ccco1,-6,-24
Cc1ccccc1NS(=O)(=O)c1cc(Cl)ccc1Cl,-11&-11,1&4
CCCC(=O)N1CCC2(CC1)CC(=O)c1ccccc1O2,-3,-6
CCCNc1cc(N2CCC(CCC(=O)NCc3cccc(OC)c3)CC2)ncn1,12,-1
Cc1ccccc1-c1nnn(CC(=O)O)n1,-4,4
O=C(Cc1cc(F)cc(F)c1)n1nccc1-c1cccs1,.,-1
CCOc1ccc(N(CC(=O)N2CCOCC2)S(C)(=O)=O)cc1,-4,4
COc1cccc(C2C=C(c3ccc(C)cc3)Nc3ncnn32)c1OC(F)F (stereo not drawn),35,-13
CC(Oc1ccccc1F)C(=O)NCCOc1ccc2nnc(-c3ccccc3)n2n1 (stereo not drawn),6,-7
COc1cc(OC)cc(C2C(C#N)=C(N)Oc3n[nH]c(C)c32)c1 (stereo not drawn),0,-6
CCOc1c(C(C)C)cc(N)cc1C(C)C,16,0
Cc1c(C(=O)NCc2ccc(F)cc2)oc2ccc(S(=O)(=O)N3CCOCC3)cc12,31,-9
c1ccc(CNc2nc(-c3ccncc3)nc3c2CCC3)nc1,6,-14
O=C(C1CCCN(S(=O)(=O)N2CCCCCC2)C1)N1CCC2(CC1)OCCO2 (stereo not drawn),0,-14
COCC(=O)NC1(c2nnnn2-c2cccc(Cl)c2)CCCCC1,4,0
O=C1CCN(CCc2ccccc2)CCN1[C@H](COc1ccccc1)c1ccccc1,100*,1
Cc1ccc(Sc2nccnc2N2CCC(C(=O)N3CCCC3)CC2)cc1,19,0
COc1ccc(CC(=O)Nc2c3c(nn2-c2ccc(OC)cc2)CSC3)cc1,31,-1
O=C(c1ccccc1F)N1CCN(c2ccc([N+](=O)[O-])c(NC3CC3)c2)CC1,31,6
O=C(Cn1ccc2ccn(Cc3ccccc3F)c2c1=O)NCc1ccc(F)cc1F,-2,-4
COCCN1C(=O)CCc2cc(NC(=O)C3CCCC3)ccc21,-10,-2
COCCN=C1Nc2ccccc2CNC12CCN(C(=O)c1ccc(OC)c(F)c1)C2 (stereo not drawn),2,-4
COc1ccc(Cl)cc1N1CCN(C(=O)c2cccc(Cl)c2)C(C)C1=O (stereo not drawn),-1,-4
COc1ccc2c(=O)c(Oc3ccccc3F)c(C)oc2c1,-5&-16&-4,-3&-4&-20
O=C(Nc1cccc(F)c1)c1cccc(Br)c1,-22,-10
O=C(O)c1ccc(N=Cc2ccc3c(c2)OCO3)cc1,4,-2
COc1ccc(OC)c(NC(=O)N2CCn3cccc3C2C)c1 (stereo not drawn),33,-10
O=C(Nc1ncc(S(=O)(=O)c2ccc([N+](=O)[O-])cc2)s1)c1cc(Cl)sc1Cl,15,5
O=C(NCCOc1ccc(F)cc1)c1cc(-c2ccco2)n(C2CCS(=O)(=O)C2)n1 (stereo not drawn),0,-11
NC(=O)CSc1nnc2ccc(-c3ccco3)nn12,-21,7
CN(C)C(=O)c1cccnc1N1CCNC(c2ccccc2)C1 (stereo not drawn),-3,-2
CCN1CCN(CCN2C(=O)CCC2(C)C(=O)NC2CCCC2)CC1 (stereo not drawn),-9,-2
O=C(c1ccc2ncc3c(=O)n(-c4ccc(Cl)cc4)[nH]c3c2c1)N1CCCC1,28,1
CCN=C1S/C(=C\c2cn(Cc3ccccc3F)c3ccccc23)C(=O)N1CC,7,-24
Cc1cccc(NS(=O)(=O)c2ccc(NS(=O)(=O)c3ccc(Cl)cc3)cc2)c1,8,-10

# 4 entries from above, reformatted:
# Values run as follows: mHTT-CaM PPI inh | Pf apPOL block
N#Cc1c(N)nc(SCc2ccccc2)c(C#N)c1-c1ccco1
→ -6 | -24
Cc1ccccc1NS(=O)(=O)c1cc(Cl)ccc1Cl
→ -11&-11 | 1&4
CCCC(=O)N1CCC2(CC1)CC(=O)c1ccccc1O2
→ -3 | -6
CCCNc1cc(N2CCC(CCC(=O)NCc3cccc(OC)c3)CC2)ncn1
→ 12 | -1

# The results go on.
SMILES,mHTT-CaM PPI inh,Pf apPOL block
CCCn1c(C2CCN(C(=O)Nc3cccc(Cl)c3)C2)nc2cccnc21 (stereo not drawn),-12,-8
COc1ncccc1CN(C)C(=O)c1cccc2[nH]ccc12,-5,6
O=C(NCCN1CCOCC1)C1CN(S(=O)(=O)c2cccnc2)CC12CCCCC2 (stereo not drawn),-11,-1
COc1ccc(C2=NN(C(=O)CN3CCOCC3)C(c3ccc(C)cc3C)C2)cc1 (stereo not drawn),50,-4
CN(C)c1cccc(C(=O)N2CCC(CCOc3ccccc3F)CC2)c1,95*,-2
Cn1cc(C2=CCN(C(=O)c3cccc(F)c3)CC2)c2cccnc21,19,-1
Oc1ccc2oc3c(c2c1)CCCC3,1,.
CN(C)CCNC(=O)c1cc2cn(C3CC3)cc2s1,20,-2
CCN(CC)CCCNC(=O)C1CCCN(c2ncc(-c3ccc(F)cc3)cn2)C1 (stereo not drawn),3,5
CCOc1ccccc1NC(=O)CSCc1ccccc1,-37,0
CCCC(=O)Nc1ccc2c(N3CCOCC3)ncnc2c1,3,-9
O=[N+]([O-])c1ccc(-c2nc(C=Nc3cccc(Cl)c3)c(O)o2)cc1,5,-2
COc1ccc(-c2c(C(F)(F)F)oc3c(CN4CCOCC4)c(O)ccc3c2=O)cc1OC,6,-6
COCCNC(=O)Cn1nc2c(c1NC(=O)CSc1ccncc1)CSC2,-4,4
CC(C)CC(C(=O)N1CCOCC1)N1C(=O)C2C3c4ccccc4C(c4ccccc43)C2C1=O (stereo not drawn),55*,-10
Cc1cccc(C(=O)Nc2cccc(C#N)c2)c1,-14,-2
COc1ccc(C2=NC3(CCCCCC3)N(CC(=O)Nc3cccc(C)c3)C2=O)cc1,1,-5
Cc1cccc(NC(=O)COc2ccc([N+](=O)[O-])cc2)c1C,1,-8
O=C(NC(C(=O)O)c1ccccc1)NC12CC3CC(CC(C3)C1)C2 (stereo not drawn),3,7
CC(C)(C)C(=O)NCCC12CC3CC(CC(C3)C1)C2,-10,-4
O=C(NCc1ccccc1F)C1Cc2ccccc2N2CCN(c3cnccn3)CC12 (stereo not drawn),84*,48
CCC(=O)N1CCN(c2nc3c(s2)CC(C(=O)Nc2cccc(F)c2)CC3)CC1 (stereo not drawn),8,-3
Brc1cc2c(cc1C(N1CCOCC1)N1CCOCC1)OCO2,-3,32
CC(c1ccccc1)N1C(=O)c2cccc([N+](=O)[O-])c2C1=O (stereo not drawn),-6,-5
CCC[C@H]1[C@@H](OC(=O)NC2CCC2)CC[C@@]23CCCN2C(=O)CCC[C@@H]13,-19,-2
CC1(C)CC(=O)C=C(Nc2cc([N+](=O)[O-])ccc2N)C1,2,-4
Cc1ccc(C2=C/C(=C\c3ccccn3)C(=O)O2)c(C)c1,-2,3
Cn1nccc1C(=O)N1CCCC1c1ccc(F)cc1 (stereo not drawn),-9,2
Cc1cc(C)c(C)c(C2C(C#N)=C(N)Oc3n[nH]c(C)c32)c1C (stereo not drawn),13,-2
CC(C)c1nnc2n1CCN(C(=O)COc1cccc(Cl)c1)C2,-8,0
COc1ccc(N2C(=O)c3ccccc3NC2c2ccc(OC)c(OC)c2)cc1 (stereo not drawn),0,-4
CC(C)C[C@@H]1COc2cccc(NCCO)c2S(=O)(=O)N1,-6,-4
COCCN1C(=O)CCC2(CNC(=O)C3CCC3)CCCC12 (stereo not drawn),-12,-2
COc1ccc(Cl)cc1N1C(=O)C2CCCN2C1c1ccc(N(C)C)cc1 (stereo not drawn),11,-3
Cc1ccc(CCNC(=O)C2CC(=O)N(C3CCCCC3)C2)cc1 (stereo not drawn),-2,-3
O=C(c1ccc(CN2CCOCC2)cc1)N1CCN(Cc2ccc3c(c2)OCO3)CC1,6,-2

# Single records, from the list above. Order of screens: mHTT-CaM PPI inh, Pf apPOL block
# Profile of CCN(CC)CCCNC(=O)C1CCCN(c2ncc(-c3ccc(F)cc3)cn2)C1 (stereo not drawn) : 3, 5
# Profile of Oc1ccc2oc3c(c2c1)CCCC3 : 1, .
# Profile of COc1ccc(-c2c(C(F)(F)F)oc3c(CN4CCOCC4)c(O)ccc3c2=O)cc1OC : 6, -6
# Profile of CC(C)CC(C(=O)N1CCOCC1)N1C(=O)C2C3c4ccccc4C(c4ccccc43)C2C1=O (stereo not drawn) : 55*, -10
# Profile of Cc1c(C(=O)NCc2ccc(F)cc2)oc2ccc(S(=O)(=O)N3CCOCC3)cc12 : 31, -9

# Next compounds:
SMILES,mHTT-CaM PPI inh,Pf apPOL block
O=C(Cn1nc(-c2ccccc2)c2ccccc2c1=O)NCc1cccnc1,-2,-3
O=C(NCCOc1ccccc1F)Nc1ccc(Br)cc1,-4,4
COc1ccc(-n2nc3c(c2NC(=O)Cc2ccc(F)cc2)CS(=O)(=O)C3)cc1,1,-4
COc1cccc(C2CC(c3ccccc3)=NN2S(=O)(=O)c2ccc(C)cc2)c1OC (stereo not drawn),16,-6
CNS(=O)(=O)c1cccc2cccnc12,-4,-2
NC(=O)c1n[nH]nc1Nc1ccccc1,-4,-7
COc1cccc(S(=O)(=O)c2c(C)cc(C)cc2C)c1,-39,1
Cc1nc(Nc2ccccc2)sc1C(=O)c1cc2ccccc2s1,.,-9
O=C(Nc1ccc(Cl)cc1)N1CCCC1c1ccccc1F (stereo not drawn),-13,-4
CCOc1ccc(S(=O)(=O)NCCC(OCC)OCC)c2cccnc12,4,1
Cc1ccc(C)c(NC(=O)c2cccn2Cc2noc(C)n2)c1,-15,-1
NC(=O)Cc1csc(NC(=O)c2csc(Nc3ccc(OC(F)F)cc3)n2)n1,8,-17

# Next part; the last 3 above are carried over.
SMILES,mHTT-CaM PPI inh,Pf apPOL block
CCOc1ccc(S(=O)(=O)NCCC(OCC)OCC)c2cccnc12,4,1
Cc1ccc(C)c(NC(=O)c2cccn2Cc2noc(C)n2)c1,-15,-1
NC(=O)Cc1csc(NC(=O)c2csc(Nc3ccc(OC(F)F)cc3)n2)n1,8,-17
COc1cc(N2CN=c3s/c(=C\c4ccccn4)c(=O)n3C2)cc(OC)c1OC,10,-14
Cc1c(CCO)c(=O)oc2n[nH]c(-c3ccccc3)c12,2,-4
O=C(Nc1cccc(Cl)c1)N1CCN(c2ccccc2F)CC1,-2,-4
CCCOc1ccc(Cn2cnc3ccccc32)cc1,7&-6,-6&-2
CC(=O)Nc1ccc(N2C(=O)c3ccc(Oc4cccc([N+](=O)[O-])c4)cc3C2=O)cc1,-1,-2
CC(=O)c1nc2sc(C)c(C)c2[nH]1,-4,.
Cn1ncc(Oc2ccc([N+](=O)[O-])cc2)c(Cl)c1=O,-10,-4
COc1ccc2c(c1)OC(=Cc1cccs1)C2=O,2,-9
CC(C)c1nc2c(NC(=O)c3ccccc3)cccn2n1,-5,-4
C[C@H]1CN(CCc2ccccc2)C(=O)[C@@H]1CC(=O)Nc1ccccc1,-4,1
CC(NC(=O)c1ccccc1F)c1ccc(Br)cc1 (stereo not drawn),-1,-2
Cc1nn(CCCC(=O)Nc2ccc([N+](=O)[O-])cc2Cl)c(C)c1[N+](=O)[O-],-1,-9
Cc1cc(C)n(-c2c3c(nc4c(-c5ccccc5)c(C)nn24)CCC3)n1,-8,-2
COCCn1c(SCC(=O)Nc2cccc(C(F)(F)F)c2)nnc1-c1c[nH]c2ccccc12,15,1
CCCNC(=O)c1cc2nc(-c3ccc(Br)cc3)cc(C(F)(F)F)n2n1,2,6
COc1nccnc1NS(=O)(=O)c1ccc(NC(=O)COc2ccc(Cl)cc2)cc1,4,-4
Cc1ccc(OCCCN2CCCCC2)c([N+](=O)[O-])c1,-4,0
O=C(NCCc1ccccc1)c1cnn2c(C(F)(F)F)cc(-c3ccco3)nc12,-11,-6
O=C(CCNS(=O)(=O)c1ccc(Br)s1)NCCc1ccccc1Cl,-1,1
O=C(Nc1cnc(N2CCCC2)nc1)c1ccc(F)cc1F,-3,-2
CSc1ccc(C(C)=O)s1,-5,.
CC(C)(C)NCC(O)COc1ccc(C23CC4CC(CC(C4)C2)C3)cc1 (stereo not drawn),100*,0
Cc1cccc(NC(=O)NC(N)=O)c1,0,-12
Cc1ccc(Cl)cc1NC(=O)c1ccc(N2CC3CC(C2)c2cccc(=O)n2C3)c([N+](=O)[O-])c1 (stereo not drawn),49,-4
COc1cccc(CNC(=O)C2(C)Oc3cccnc3NC2=O)c1 (stereo not drawn),-6,2
CC1CCCC1OCC(O)CNC(C)(C)CC(C)(C)C (stereo not drawn),-5,-8
CCOc1ccccc1C(=O)Nc1cc(=O)n(C)c(=O)n1C,-3,-2
Cc1ccccc1CS(=O)(=O)CCC(=O)NCCN1CCOCC1,1,0
CN(Cc1ccccc1)C1=CC(=O)N(c2ccc(Cl)cc2)C1=O,-22,0

# In another format: four of the compounds above.
# Second line of a record: mHTT-CaM PPI inh | Pf apPOL block
> CC1CCCC1OCC(O)CNC(C)(C)CC(C)(C)C (stereo not drawn)
  -5 | -8
> CCOc1ccccc1C(=O)Nc1cc(=O)n(C)c(=O)n1C
  -3 | -2
> Cc1ccccc1CS(=O)(=O)CCC(=O)NCCN1CCOCC1
  1 | 0
> CN(Cc1ccccc1)C1=CC(=O)N(c2ccc(Cl)cc2)C1=O
  -22 | 0
